Screening data: PubChem BioAssay, several laboratories
MC4R antag cAMP = blocks human MC4R cAMP signaling | P32245 | MC4R-expressing cells, MTII-stimulated cAMP, LANCE TR-FRET | inhibition, % at 6.5 µM | hit rate 0.48% among 360,000;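 active = inhibition above its plate's cutoff, the mean of tested wells on that plate plus 3 SD, cut at about 29% in these data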;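 also: 0% = Melanotan II alone and 100% = Melanotan II plus saturating MCL0020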
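Material: U2OS-MC4R stable cell line | Reagent: Melanotan II challenge after compound preincubation | Doses: One concentration, 6.5 µM nominal | Incubation: 30-min compound preincubation, 1-h Melanotan II challenge, 1-h detection, room temperature | Signal: TR-FRET cAMP assay | Replicates: One well per compound, no replicates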
NCOA2 inhibitor = human SRC2 (NCOA2) inhibition | Q15596 | HEK293 GAL4-SRC2 luciferase reporter, luminescence | inhibition, % at 9 µM | hit rate 0.17% among 370,000 | AID 651957;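 active = inhibition above the mean inhibition of all tested compounds plus 3 SD, set per campaign, cut at about 52% in these data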;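 also: 0% = DMSO treated cells and 100% = cells given Gossypol at 36 µM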
ABCB6 inh 2 = blocks the human ABCB6 transporter; Q9NP58; K562-ABCB6 porphyrin accumulation, flow cytometry, 1 h; stronger effect = lower value; fluorescence ratio to DMSO, % at 10 µM; hit rate 0.19% among 360,000;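 active = fluorescence ratio to DMSO below 75%, the collection mean minus 3 SD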;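 also: signal is porphyrin accumulated inside mitochondria; 100% equals median channel fluorescence of DMSO control wells; lower ratio means ABCB6 inhibition with less porphyrin fluorescence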
Target sequence (Q9NP58 whole entry, looked up): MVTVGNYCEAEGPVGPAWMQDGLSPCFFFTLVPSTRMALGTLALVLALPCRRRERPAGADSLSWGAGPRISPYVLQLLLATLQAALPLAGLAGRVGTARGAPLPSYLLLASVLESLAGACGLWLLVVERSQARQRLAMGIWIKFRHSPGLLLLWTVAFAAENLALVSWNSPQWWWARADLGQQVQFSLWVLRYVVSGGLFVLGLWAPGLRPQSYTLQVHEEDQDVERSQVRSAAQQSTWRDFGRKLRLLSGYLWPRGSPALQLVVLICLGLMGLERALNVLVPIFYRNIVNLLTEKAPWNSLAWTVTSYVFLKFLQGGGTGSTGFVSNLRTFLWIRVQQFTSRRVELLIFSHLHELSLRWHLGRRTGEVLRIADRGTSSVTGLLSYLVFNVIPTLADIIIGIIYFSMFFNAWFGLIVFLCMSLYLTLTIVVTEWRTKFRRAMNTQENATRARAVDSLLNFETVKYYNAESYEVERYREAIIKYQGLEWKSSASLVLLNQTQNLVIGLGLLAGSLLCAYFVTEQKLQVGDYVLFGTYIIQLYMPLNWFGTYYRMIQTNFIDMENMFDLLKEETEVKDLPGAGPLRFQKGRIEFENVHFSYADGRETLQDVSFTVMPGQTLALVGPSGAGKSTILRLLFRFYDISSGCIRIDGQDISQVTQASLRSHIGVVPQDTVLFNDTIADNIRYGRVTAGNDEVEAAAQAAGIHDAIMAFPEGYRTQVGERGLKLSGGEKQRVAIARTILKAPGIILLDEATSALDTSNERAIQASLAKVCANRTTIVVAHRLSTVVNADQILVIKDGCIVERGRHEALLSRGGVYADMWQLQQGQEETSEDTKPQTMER
Glyco luc inh = blocks N-linked glycosylation in D54 reporter cells; D54 ERlucT glycosylation luciferase reporter, 24 h; percent of 100 nM tunicamycin response; reporter increase, % at 12.5 µM; hit rate 0.23% among 360,000; AID 588692;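 active = mean luciferase reporter signal, scaled so untreated is 0 and the glycosylation-blocking control 100, at or above a set limit in every replicate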;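 also: luciferase carries N-glycosylation sites so blocking glycosylation raises the light; 0% = median of neutral control wells and 100% = median of 100 nM tunicamycin wells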
ABHD5 PLIN5 PPI = ABHD5-PLIN5 protein interaction inhibition | Split G. princeps luciferase complementation, luminescence, 4 h | hit rate 0.78% among 360,000 | inhibition, % at 4 µM;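 active = inhibition above the mean inhibition across every tested compound plus 3 SD, cut at about 22% in these data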;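 also: 0% = DMSO only wells and the 100% control is not disclosed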
NOD2-RIPK2 inh = NOD2-RIPK2 protein interaction inhibition | inhibition, % at 4.98 µM | hit rate 0.38% among 360,000 | CHO BLA complementation NOD2-RIPK2, CCF4 ratio | O43353 | AID 624267; in the data active = inhibition above about 21%;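 also: 0% = vehicle only and 100% = reference blocker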
H9c2 protect = protects H9c2 cardiomyocytes from peroxide injury; H2O2 injury protection, ATPLite, 2 h; protection from H2O2 cell death, % at 20 µM; hit rate 0.63% among 360,000; AID 588492;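 active = compounds giving at least 50% protection of heart cells from peroxide-induced death in the single-dose screen, raw or plate-pattern-corrected value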;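 also: 0% = DMSO wells with peroxide and 100% = DMSO wells without peroxide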
TLR9-MyD88 inh = blocks human TLR9 binding to MyD88; Q9NR96+Q99836; CHO BLA complementation TLR9-MyD88, CCF4 FRET ratio; inhibition, % at 4.98 µM; hit rate 0.21% among 340,000; AID 504734;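 active = inhibition above the mean over all tested compounds plus 3 SD, cut at about 21% in these data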;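 also: 0% = DMSO only wells and 100% = clavulanate BLA inhibitor control wells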
HTR2A ag = activates the mouse 5-HT2A serotonin receptor; P35363; CHO-K1 mHTR2A beta-arrestin complementation, luminescence; percent of 30 µM serotonin response; activation, % at 7.6 µM; hit rate 0.66% among 360,000;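 active = activation above a run cutoff, the mean activation of all tested compounds plus 3 SD, cut at about 14% in these data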;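 also: 0% = plate median of compound wells and 100% = 30 µM serotonin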
MC4R barr agon = activates human MC4R beta-arrestin recruitment; hit rate 0.98% among 360,000; U2OS MC4R beta-arrestin complementation, luminescence; percent of melanotan II response, DMSO zero; P32245; activation, % at 8.9 µM; AID 540308;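 active = activation above a per-plate cutoff, the mean activation of sample wells on that plate plus 3 SD, cut at about 8% in these data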
Active calls of the source: *; · = no result given; & = joins results of further samples. Some of the compounds tested (hit frequency here may not be typical).

Results follow in this order: MC4R antag cAMP	NCOA2 inhibitor	ABCB6 inh 2	Glyco luc inh	ABHD5 PLIN5 PPI	NOD2-RIPK2 inh	H9c2 protect	TLR9-MyD88 inh	HTR2A ag	MC4R barr agon
Cc1cccc(OCc2nnc(SCc3cc(=O)[nH]c4ccccc34)n2-c2ccccc2)c1
 : 13.1	9.8	98.0	-2.5	1.5	1.4	7.1	-2.0	-0.7	-1.8
COc1ccc(N(CC(=O)N2CCN(c3cccc(C)c3C)CC2)S(=O)(=O)c2c(C)noc2C)cc1
 : 5.8	9.9	100.0	-4.4	-1.5	-7.9	-1.9	-1.6	0.4	-0.7
c1ccc(-n2cccc2)c(N2CCCCC2)c1
 : 4.2	17.8	98.0	-0.8	-0.7	-2.2	3.1	·	1.2	-1.6
Cc1ccc(S(=O)(=O)NCC(=O)Nc2ccc3c(c2)OCCO3)cc1
 : 15.1	-6.2	100.0	1.5	2.4	-1.3	7.4	-8.0	-3.2	1.3
COc1ccccc1-n1cnnc1SCC(=O)NCc1cccs1
 : 10.1	0.7	101.0	0.5	2.3	-5.1	-1.7	0.6	-3.4	-1.6
CCCN1C(=O)/C(=C/c2ccc(C)o2)SC1=Nc1ccc(OCC)cc1
 : 7.4	5.4	99.0	1.3	8.4	-7.3	-16.3	-8.5	3.4	0.0
COc1cc2cnc(-c3ccccc3)c(-c3ccc(C(F)(F)F)cc3)c2cc1OC
 : 4.2	-27.8	97.0	-0.3	9.2	-4.2	26.5	1.5	-3.1	0.7
Cc1cc(C(=O)O)ccc1N/C=C1\CCCC(C)C1=O (stereo not given)
 : 6.7	-38.6	96.0	-11.4	-5.2	-10.4	-8.4	-5.3	0.1	-3.6
Cc1ccc(-n2nc(C)cc2NC(=O)CC#N)cc1
 : 4.4	2.3	99.0	1.7	-4.8	-1.1	4.2	-20.0	4.6	-1.5
O=C(COC(=O)C1CC2CCCC(C1)C2=O)Nc1nc(-c2ccc(F)c(F)c2)cs1 (stereo not given)
 : -2.9	15.7	89.0	2.1	0.9	-8.9	-8.9	-4.8	2.2	-2.5
Cc1ccc(-c2nn(-c3cccc(F)c3)cc2CN2CCN(c3ccccn3)CC2)o1
 : 0.0	5.4	100.0	2.4	2.4	-4.8	12.1	0.9	-3.3	1.2
Cc1ccc(S(=O)(=O)N2CCCCC2)cc1NC(=O)CNc1ccccc1N1CCCC1=O
 : 0.7	8.5	94.0	-1.3	-10.4	-9.0	-5.1	-2.5	-2.1	-2.4
CCCn1nnc(NC(=O)/C=C/c2ccc(C(C)C)cc2)n1
 : 4.2	-5.5	98.0	-1.4	-25.0	5.2	-0.3	5.8	2.6	4.3
Cc1[nH]ccc2cc3nc4ccccc4c3cc12
 : 1.3	-131.3	94.0	14.0	5.6	-1.4	-8.3	-12.5	6.3	-1.0
COCCOC(=O)c1c(NC(=O)CN2c3ccccc3CC2C)sc(C(N)=O)c1C (stereo not given)
 : 7.0	15.3	93.0	-1.9	3.8	-5.1	17.4	-12.1	-3.3	-0.1
CC(C)(C)NC(=O)C(c1ccc(-c2ccccc2)cc1)n1c(=O)c(-c2cc3ccccc3[nH]2)nc2ccccc21 (stereo not given)
 : ·	-51.3	·	·	-4.2	40.1*	·	·	0.5	·
CC1(C)Cc2c(sc3nn[nH]c(=O)c23)CO1
 : 0.0	3.5	93.0	-0.7	-5.9	-5.9	1.0	4.5	-2.9	-0.5
CCC(=O)N1CCc2nc(-c3ccccc3)sc2C1
 : 5.3	-29.8	100.0	-0.3	7.9	-13.7	1.9	-8.4	2.2	-0.5
COc1ccc(S(=O)(=O)Nc2ccc(Cl)cn2)c(C)c1C
 : 13.1	-15.1	98.0	0.6	-4.5	-5.5	2.9	-0.4	-0.3	-1.6
O=S(=O)(c1cnccc1N1CCN(/N=C/c2ccc(Cl)cc2)CC1)N1CCCCC1
 : 0.4	13.9	88.0	0.0	-2.6	-0.5	-17.3	0.8	-1.9	-1.2
CSc1ccc(S(=O)(=O)NCc2ccc(Cl)cc2Cl)cc1
 : -7.9	-10.2	99.0	-1.8	-4.8	2.5	-21.8	-1.3	-0.3	4.6
CCOC(=O)C1=C(C)NC(C)=C(C(=O)OCC)C1C(=O)OCC(=O)NCc1ccccc1
 : 4.8	-1.9	111.0	0.8	-0.6	-1.4	16.9	-2.8	-6.3	-2.1
CCOC(=O)c1c(C)c(C(=O)N2CCN(c3ccc(F)cc3)CC2)c(C)n1C
 : -4.6	-2.6	104.0	-0.4	2.2	1.5	0.1	-8.0	-3.4	-0.7
c1ccc(CSc2nnnn2-c2ccc3c(c2)OCCO3)nc1
 : 10.3	-5.4	99.0	0.6	2.7	-11.8	-3.1	-6.2	1.6	0.6
COC(=O)CSC1=C(C#N)C(c2ccc(C)cc2)C2=C(CCCC2=O)N1 (stereo not given)
 : 9.8	23.5	98.0	0.5	-6.7	5.9	-0.4	-12.1	-6.1	-1.4
Cc1c(O)ccc2c(CN(C)Cc3ccccc3)cc(=O)oc12
 : -10.7	24.1	97.0	-8.6	-6.9	3.4	-11.7	7.4	-2.5	-0.6
CCOC(=O)[C@]12CCC=C1N(Cc1cccc3ccccc13)C(=O)[C@H](CC(=O)N1CCCC1)C2
 : ·	12.9	98.0	·	6.8	10.6	·	·	-1.5	·
CCNC(=O)C1CCCN(C(=O)c2cccc(Cl)c2)CC1 (stereo not given)
 : 9.7	-8.3	99.0	0.9	-5.4	1.9	-9.3	·	9.0	-1.9
O=C1c2ccccc2C(c2nnnn2Cc2ccccc2)N1Cc1cccc(F)c1 (stereo not given)
 : ·	-4.6&23.2	99.0&94.0	·	0.8&1.5	-0.9&6.3	·	·	-6.1&-5.3	·
COc1ccccc1C1(CC(=O)N2CCCCC2)CCOC(C(C)C)C1 (stereo not given)
 : -0.1	-4.1	87.0	-1.3	1.9	-11.0	3.7	4.3	0.9	4.9

Results in NCOA2 inhibitor, TLR9-MyD88 inh and ABHD5 PLIN5 PPI, for some of the entries so far:
mol,NCOA2 inhibitor,TLR9-MyD88 inh,ABHD5 PLIN5 PPI
CCCn1nnc(NC(=O)/C=C/c2ccc(C(C)C)cc2)n1,-5.5,5.8,-25.0
Cc1[nH]ccc2cc3nc4ccccc4c3cc12,-131.3,-12.5,5.6
COCCOC(=O)c1c(NC(=O)CN2c3ccccc3CC2C)sc(C(N)=O)c1C (stereo not given),15.3,-12.1,3.8
CC(C)(C)NC(=O)C(c1ccc(-c2ccccc2)cc1)n1c(=O)c(-c2cc3ccccc3[nH]2)nc2ccccc21 (stereo not given),-51.3,·,-4.2
CC1(C)Cc2c(sc3nn[nH]c(=O)c23)CO1,3.5,4.5,-5.9

Next part:
Results follow in this order: MC4R antag cAMP	NCOA2 inhibitor	ABCB6 inh 2	Glyco luc inh	ABHD5 PLIN5 PPI	NOD2-RIPK2 inh	H9c2 protect	TLR9-MyD88 inh	HTR2A ag	MC4R barr agon
CN1CCN(S(=O)(=O)c2ccc(CNC(=O)c3ccccc3)s2)CC1
 : -0.8	7.7	90.0	-1.1	0.8	-3.8	-4.2	-8.4	0.6	-1.1
COCCCNC(=O)c1ccc(CS(=O)(=O)c2ccc(OC)cc2)o1
 : -0.7	-20.4	103.0	0.0	-1.7	5.8	-2.1	3.5	1.9	-0.1
O=C(Nc1nnc([C@@H]2C[C@H](O)[C@@H](CO)O2)s1)Nc1cccc(Cl)c1Cl
 : 1.7	-25.5	99.0	2.5	5.5	7.2	7.3	·	-6.2	-0.7
Nc1cc(C(=O)N2CCN(c3ccc([N+](=O)[O-])cc3)CC2)ccc1N1CC2CC(C1)c1cccc(=O)n1C2 (stereo not given)
 : 8.3	-6.1	100.0	-0.7	-2.1	-4.4	-1.5	-5.2	2.0	0.3
COc1ccccc1OCc1ccc(C(=O)n2nc(C)c(Cl)c2C)o1
 : 8.1	-8.9	96.0	1.1	2.6	-8.7	-2.8	-2.6	-0.6	-0.3
COCCn1c(=O)[nH]c2cc(C(=O)Nc3cc(C)cc(C)c3)ccc2c1=O
 : 18.5	-24.0	101.0	2.8	-3.5	-3.8	3.7	-9.7	-0.9	-1.2
C=C(C)CSc1nnc(-c2cccc(S(=O)(=O)N(C)C)c2)n1-c1cc(OC)ccc1OC
 : 3.0	1.0	96.0	-1.9	-0.3	-0.8	5.1	-6.8	-1.0	1.1
CC1CCN(S(=O)(=O)c2ccc(NC(=O)CCN3C(=O)c4ccccc4C3=O)cc2)CC1
 : 1.4	·	107.0	-0.9	-12.5	-4.6	-9.0	11.3	-5.0	-1.8
COC(=O)c1cc(-c2c(-c3cc(OC)c(OC)c(OC)c3)noc2C)cc([N+](=O)[O-])c1
 : -4.3	-10.2	88.0	6.8	8.7	-2.4	8.0	-0.2	-3.4	1.5
CCN1C(=O)[C@@H]2[C@@H](c3ccc(-c4ccccc4)cc3)N3CCC[C@@]3(C(=O)OC)[C@@H]2C1=O
 : 14.3	-6.2	102.0	0.2	-6.3	8.7	4.6	0.7	-1.0	-1.7
CC(C)C(C(=O)Nc1ccncc1)c1ccc(Cl)cc1 (stereo not given)
 : 5.9	-3.6	98.0	-2.1	-4.8	-20.0	-14.1	-6.8	-5.9	-2.7
COC(=O)c1ccccc1NC(=O)CCC(=O)N1CC(C)Oc2ccc(C)cc21 (stereo not given)
 : 10.4	6.3	87.0	-2.2	13.3	-9.7	3.1	9.4	-6.0	0.1
COCCNC(=O)C(c1cccc(OC)c1)N(C(=O)Cn1nnc2ccccc21)c1cccnc1 (stereo not given)
 : 8.0	13.8	91.0	1.8	2.7	-8.7	5.4	5.1	1.7	-0.1
Cn1ccnc1CN1CCCCC1C(=O)Nc1ccc(Oc2cccnc2)cc1 (stereo not given)
 : -9.2	27.8	106.0	11.4	-2.9	-0.7	0.5	-5.9	-6.4	-3.0

A different layout for some results above.
> CC(C)C(C(=O)Nc1ccncc1)c1ccc(Cl)cc1 (stereo not given)
  MC4R antag cAMP: 5.9
  NCOA2 inhibitor: -3.6
  ABCB6 inh 2: 98.0
  Glyco luc inh: -2.1
  ABHD5 PLIN5 PPI: -4.8
  NOD2-RIPK2 inh: -20.0
  H9c2 protect: -14.1
  TLR9-MyD88 inh: -6.8
  HTR2A ag: -5.9
  MC4R barr agon: -2.7
> COC(=O)c1ccccc1NC(=O)CCC(=O)N1CC(C)Oc2ccc(C)cc21 (stereo not given)
  MC4R antag cAMP: 10.4
  NCOA2 inhibitor: 6.3
  ABCB6 inh 2: 87.0
  Glyco luc inh: -2.2
  ABHD5 PLIN5 PPI: 13.3
  NOD2-RIPK2 inh: -9.7
  H9c2 protect: 3.1
  TLR9-MyD88 inh: 9.4
  HTR2A ag: -6.0
  MC4R barr agon: 0.1
